TAAR1 antagonist – human TAAR1 antagonism; inhibition, % at 3 µM; 360,000 tested, 1.5% active; CHO RD-HGA16 TAAR1, Fluo-8 calcium fluorescence, antagonist; Q96RJ0; AID 624466;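 active means inhibition above a per-plate cutoff, the mean inhibition of test compounds on that plate plus 3 SD, cut at about 49% in these data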;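 further: 0% = DMSO plus EC80 beta-PEA response and 100% = DMSO alone without agonist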
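Assay system: RD-HGA16 CHO cells with stable hTAAR1 and Gα16 / Reagent: EC80 β-phenethylamine stimulus / Doses: 3 µM, single point / Timing: dye loading 75 min at 37 °C, then 30 min room temperature / Measured by: Fluo-8 intracellular calcium dye fluorescence, real-time kinetic reads / Controls: vehicle wells and EC80 agonist wells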
CRFBP-R2 block – blocks CRF-induced signaling of the CRF-BP/CRF-R2 complex. HEK293 CRF-R2/CRF-BP, CRF-induced calcium fluorescence. inhibition, % at 11.8 µM. 350,000 tested, 0.59% active. AID 588475;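 active means inhibition of the ligand-induced calcium signal above about 50% at the single tested concentration, limit read from the data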
CHRM5 agonist – CHRM5 agonism in calcium assay | activation, % at 3 µM | 360,000 tested, 0.19% active | AID 624037 | CHO-K1 hM5 cells, Fluo-8 calcium fluorescence; 0% DMSO wells, 100% maximal acetylcholine response;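 active means activation above the run's mean over test compounds plus 3 SD, cut at about 23% in these data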;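 further: signal is peak over basal fluorescence ratio across the kinetic read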
Target sequence (P08912 whole entry, looked up): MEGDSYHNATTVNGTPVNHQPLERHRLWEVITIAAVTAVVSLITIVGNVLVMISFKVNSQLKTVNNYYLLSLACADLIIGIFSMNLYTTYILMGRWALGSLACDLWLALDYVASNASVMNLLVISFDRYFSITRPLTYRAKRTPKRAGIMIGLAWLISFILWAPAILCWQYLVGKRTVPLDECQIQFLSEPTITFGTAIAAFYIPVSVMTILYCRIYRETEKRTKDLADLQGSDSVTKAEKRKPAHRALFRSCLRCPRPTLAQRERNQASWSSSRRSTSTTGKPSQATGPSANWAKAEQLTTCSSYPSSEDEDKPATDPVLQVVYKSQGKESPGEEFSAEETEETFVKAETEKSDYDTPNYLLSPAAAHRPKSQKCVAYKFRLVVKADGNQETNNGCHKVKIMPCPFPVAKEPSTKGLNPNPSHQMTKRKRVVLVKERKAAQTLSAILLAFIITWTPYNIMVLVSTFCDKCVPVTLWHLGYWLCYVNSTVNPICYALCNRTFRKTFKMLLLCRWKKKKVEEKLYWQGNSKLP
M4 PAM – CHRM4 positive allosteric modulation | activation, % at 3 µM | AID 624126 | CHO-K1 hM4/Gqi5, Fluo-8 calcium fluorescence, ACh EC20; 0% = ACh EC20, 100% = maximal ACh | 360,000 tested, 0.4% active;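 active means activation above its plate's cutoff, the mean activation of sample wells plus 3 SD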; further: some results filed as inactive read as strong as hits
Target sequence (P08173 whole entry, looked up): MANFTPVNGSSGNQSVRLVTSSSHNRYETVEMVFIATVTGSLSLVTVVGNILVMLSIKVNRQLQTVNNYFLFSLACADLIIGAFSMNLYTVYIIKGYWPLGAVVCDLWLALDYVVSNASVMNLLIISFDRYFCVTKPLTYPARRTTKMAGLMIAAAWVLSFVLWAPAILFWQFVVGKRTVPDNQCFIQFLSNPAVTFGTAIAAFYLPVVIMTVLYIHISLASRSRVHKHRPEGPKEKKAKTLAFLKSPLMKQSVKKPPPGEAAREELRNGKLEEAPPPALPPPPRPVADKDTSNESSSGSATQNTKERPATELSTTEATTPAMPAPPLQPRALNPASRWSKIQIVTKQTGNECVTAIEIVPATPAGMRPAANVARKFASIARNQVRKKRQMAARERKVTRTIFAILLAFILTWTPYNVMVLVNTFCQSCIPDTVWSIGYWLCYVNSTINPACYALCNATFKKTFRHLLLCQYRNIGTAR
TAAR1 agonist – human TAAR1 agonism. activation, % at 3 µM. 360,000 tested, 0.99% active. CHO RD-HGA16 TAAR1, Fluo-8 calcium fluorescence; vehicle wells 0%, saturating PEA agonist 100%. Q96RJ0;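 active means activation above the mean activation of all test compounds in the run plus 3 SD, cut at about 38% in these data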
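Repeats: no replicates (n 1) | Material: CHO-derived RD-HGA16 cells with stable Gα16 and human TAAR1 | Technique: Kinetic Fluo-8 calcium fluorescence | Schedule: 17-24 h seeding, 75 min 37 °C dye, 30 min RT | Evaluation: % activation from peak over basal fluorescence ratio, DMSO-to-PEA scaled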
CRFR2-BP ag – agonists of human CRF-binding protein/CRF-R2 receptor complex; HEK293 CRF-R2/CRF-BP, calcium dye fluorescence (FLIPR); percent of saturating CRF peptide response; activation, % at 13.2 µM; 350,000 tested, 0.46% active; AID 588473;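 active means activation of at least 50%, plus an integration ratio under a set limit after plate pattern correction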;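 further: plate controls were neutral control wells without compound for no effect and CRF at EC100 for full effect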
CHRM5 PAM – positive allosteric modulators of human muscarinic M5 receptor; CHO-K1 hM5, Fluo-8 calcium, ACh EC20 PAM; 0% = ACh EC20, 100% = ACh EC100; activation, % at 3 µM; 360,000 tested, 0.3% active; AID 624038;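 active means activation above the run cutoff, the mean activation of all test compounds plus 3 SD, cut at about 18% in these data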
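Assay system: CHO-K1 hM5 cells / Incubation: Fluo-8 loading 80 min at 37 °C plus 30 min room temperature / Technique: Fluo-8 calcium dye fluorescence, kinetic read / Repeats: single replicate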
CHO-K1 Ca PAM – nonselective activator or artifact in parental CHO-K1 calcium assay; ATP EC20, Fluo-8 calcium fluorescence; 0% at ATP EC20, 100% at ATP max; activation, % at 3 µM; 360,000 tested, 0.02% active; AID 602247;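 active means activation above the run cutoff, the mean activation of all test compounds plus 3 SD, cut at about 40% in these data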;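 further: peak over basal fluorescence ratio in a 140 s read after ATP addition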
CHRM5 antagonist – CHRM5 antagonism in calcium assay; P08912; 360,000 tested, 0.59% active; inhibition, % at 3 µM; CHO-hM5 cells, Fluo-8 calcium fluorescence, ACh EC80;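 active means inhibition above a per-plate cutoff, the mean of that plate's test compounds plus 3 SD, cut at about 27% in these data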;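 further: 0% = acetylcholine EC80 with DMSO and 100% = DMSO without agonist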
Starred values were filed as active, the others as inactive; x = not tested or not shown. Rows were taken by chance, and some 4.2% of all compounds hit somewhere here.

SMILES	TAAR1 antagonist	CRFBP-R2 block	CHRM5 agonist	M4 PAM	TAAR1 agonist	CRFR2-BP ag	CHRM5 PAM	CHO-K1 Ca PAM	CHRM5 antagonist
CCCN1C(=O)/C(=C/c2c(NCCCOC(C)C)nc3c(C)cccn3c2=O)SC1=S	x	-233	2	12	x	191*	-11	-7	4
CCOc1ccc(N(CC(=O)NCc2ccc(OC)cc2)C(=O)CCC(=O)Nc2nccs2)cc1	-21	-7	-2	-5	-6	-0.9	-6	-22	18
COc1ccc(C)cc1-n1nnnc1SCC(=O)NC(=O)NCc1ccco1	-21	16	1	-1	1	-1.2	5	11	-9
Cc1cccc(OCC(=O)Nc2ccc3c(C)cc(=O)oc3c2)c1	-12	-12	3	0	2	1.1	-2	11	3
O=C(CCN1CCCC1)c1cccs1	-4	6	-4	5	4	-0.4	2	21	-8
COCC(=O)O[C@]1(CCN(C)CCCc2nc3ccccc3[nH]2)CCc2cc(F)ccc2[C@@H]1C(C)C	41	-18	8	-8	41*	0.2	-5	4	3
CC(C)(C)OC(=O)N1CCC(c2c(C(=O)N3CCN(C4CCCCC4)CC3)cnn2-c2ccccc2)CC1	1	-28	-1	1	5	0.8	-3	-7	14
COc1ccc(CC(N)c2csc(NC(=O)Nc3ccccc3C(C)C)n2)cc1 (stereo not drawn)	29	x	3	3	32	x	-1	-9	1
O=C(NCN1CCCCC1)c1cnccn1	-20	51*	-3	1	20	0.2	-1	-3	6
CCN(c1ccccc1)S(=O)(=O)c1ccc(C(=O)N2CC(C)CC(C)C2)cc1 (stereo not drawn)	-5	-12	0	-4	0	-1.2	-5	-18	9
O=C(NCc1cccs1)c1ccccc1	6	7	-2	1	16	0.1	4	21	-2
CCC(=O)OC1(C)C(=O)C=C2C=C(CCCC(=O)OC)OC=C2C1=O (stereo not drawn)	5	1	3	10	1	8.1	-3	7	14
CC(C)n1ncc2c(C(=O)N3CCN(Cc4ccc(Cl)s4)CC3)cc(C3CC3)nc21	-1	-8	-12	-2	7	-0.4	-14	8	6
Cc1nn(-c2ccccc2)c(=O)c2ccccc12	-5	-6	2	3	-1	-0.1	4	-5	13
Nc1ncnc(N2CCOCC2)c1N	-3	-3	0	3	0	0.9	4	12	-12
CCOc1ccc(CCNC(=O)c2ccc3c(=O)n4c(nc3c2)CCCCC4)cc1	7	-5	-2	0	0	-1.4	3	-8	1
O=C1c2ccccc2C(O)(Cc2ccccc2)N1CCCN1CCOCC1 (stereo not drawn)	6	7	0	4	-2	-0.6	4	6	3
C=CCCC(=O)N1C[C@H]2CON(C)[C@H]2C[C@H]1c1cccc(Br)c1	7	-2	1	5	1	-1.2	8	21	-13
O=C(CSc1nc2ccc([N+](=O)[O-])cc2[nH]1)NCCc1ccccc1	x	45	6	-8	x	-3.2	-9	5	14
Cc1cc2c(nn1)CCC/C2=N\O	0	-28	0	-1	9	2.7	-3	-3	9

Among those listed so far, these contain an NH in an aromatic ring.
SMILES	TAAR1 antagonist	CRFBP-R2 block	CHRM5 agonist	M4 PAM	TAAR1 agonist	CRFR2-BP ag	CHRM5 PAM	CHO-K1 Ca PAM	CHRM5 antagonist
COCC(=O)O[C@]1(CCN(C)CCCc2nc3ccccc3[nH]2)CCc2cc(F)ccc2[C@@H]1C(C)C	41	-18	8	-8	41*	0.2	-5	4	3
O=C(CSc1nc2ccc([N+](=O)[O-])cc2[nH]1)NCCc1ccccc1	x	45	6	-8	x	-3.2	-9	5	14

(more compounds)
SMILES	TAAR1 antagonist	CRFBP-R2 block	CHRM5 agonist	M4 PAM	TAAR1 agonist	CRFR2-BP ag	CHRM5 PAM	CHO-K1 Ca PAM	CHRM5 antagonist
COCCNC(=O)C1(C)CCN(Cc2ccc3ccccc3c2Br)C1 (stereo not drawn)	-25	x	-1	-1	0	x	-4	6	2
Cc1ccc(S(=O)c2ccc(C)cc2)cc1	5	2	-4	4	7	0.2	0	11	5
CC1(C)Cc2c(sc3nc(SCC(=O)O)nc(N)c23)CO1	-8	6	3	1	5	-0.3	8	21	-12
O=C(Nc1nc2ccccc2s1)c1ccc(N2CCCCC2)c([N+](=O)[O-])c1	41	0	1	-5	5	-2.0	0	5	-4
Cc1ccc(CNC(=O)C2CCN(c3nc(C)cc(C)n3)CC2)cc1	-5	8	0	12	-1	2.0	9	15	6
N#Cc1ccc(C(=O)N2CCC3CC2c2cc(-c4ccc(F)cc4)ccc23)cc1 (stereo not drawn)	-4	0	-1	6	8	4.5	-7	24	-3
CN(C=O)c1cc([N+](=O)[O-])ccc1OCc1ccccc1	3	13	0	3	-1	-2.0	-1	17	8
CC(=O)N1CCN(c2ccc([N+](=O)[O-])c(NCc3cccnc3)c2)CC1	-23	5	2	10	2	-1.7	15	5	-5
Cc1onc(-c2ccccc2Cl)c1C(=O)NC(=S)NCCc1ccccc1	-26	1	-3	2	10	0.4	-2	16	2
C=CCn1c(SCC(=O)N(C)C2CCS(=O)(=O)C2)nnc1-c1ccccc1 (stereo not drawn)	-26	10	-2	-1	1	-0.9	-2	8	11
CSCCC(NC(=O)c1ccccc1Br)C(=O)NCCCn1nc(C)cc1C (stereo not drawn)	-18	-2	1	7	3	-1.4	3	23	-1
COC(=O)Cc1ccc(O)c(N)c1	11	8	-4	-1	10	-1.2	0	8	10
CCn1c(C)nnc1SCC(=O)Nc1ccccc1Cl	-6	13	-4	-6	3	2.0	1	11	8
O=C(NCc1ccccc1)C12CN(Cc3ccccc3)CC1C(c1cccc([N+](=O)[O-])c1)=NO2 (stereo not drawn)	-1	-4	-6	3	3	0.4	-9	12	3
CCc1ccc(NC(=O)N(C2CCC(C)CC2)C2CCN(C(C)=O)CC2)cc1 (stereo not drawn)	-19	-6	-2	6	3	5.8	1	9	-6
Cc1ccc(Cc2c(-c3ccccc3)nc3c(Cl)cc(C(F)(F)F)cn23)cc1	-5	x	2	6	5	x	-8	-12	10
CN(C(=O)c1ccc(NC(=O)Cc2cccc(NC(=O)C3CCN(C(=O)C4CCC4)CC3)c2)cc1)C1CC1	6	-16	0	6	4	-0.1	0	19	4
Cc1c(NC(=O)OCCNC(=O)COc2ccc(Cl)cc2Cl)sc(=S)n1C	19	-2	1	10	3	0.2	0	17	-2
CCOc1cc(N2CCOCC2)c(OCC)cc1NC(=O)c1ccc(S(C)(=O)=O)cc1	-3	-6	0	1	0	1.1	-1	27	7
CC(C)N1C(=O)CCC1C(=O)NCc1ccc(F)cc1Cl (stereo not drawn)	-7	14	-4	-5	0	-1.1	-5	-6	12
COc1ccc(C(=O)c2oc3ccccc3c2NC(C)=O)cc1	0	3	-3	1	14	-1.3	-6	3	2
O=C1NC[C@@H](CCCCN2C[C@H](Cc3ccc(O)cc3)N(CC3CCCCC3)C(=O)C2=O)N(CC2CCCCC2)C1=O	4	x	5	-7	25	x	0	0	0
CCOC(=O)c1c(C)[nH]c(C)c1C(=O)CSc1nc2ccccc2n1CCC#N	14	-14	2	-7	0	0.3	-5	30	0
CC(C(=O)Nc1ccc(C(N)=O)cc1)N1C(=O)c2ccccc2S1(=O)=O (stereo not drawn)	-24	4	0	5	1	-0.2	-5	-24	8
O=C(NCc1ccccc1)NCc1cccs1	3	16	-4	6	-1	-3.0	-3	14	-5
O=C(Nc1ccc(Br)cc1)c1cc(-c2ccc3c(c2)OCO3)on1	-3	10	-2	-2	2	-0.9	8	-5	1
N#CCCN1CCN(C2=NC(=O)/C(=C\c3cccs3)S2)CC1	5	8	1	-5	6	-1.2	12	-2	-4
Cc1onc(-c2ccccc2)c1C(=O)N1CCN(c2ncccn2)CC1	5	-8	3	2	6	0.9	0	1	6
CCN(CC)S(=O)(=O)c1ccc(Cl)c(C(=O)Nc2nncs2)c1	1	-18	0	3	5	0.5	0	-1	-2
O=C1CN(C(=O)COC(=O)/C=C/c2ccc(S(=O)(=O)N3CCOCC3)cc2)c2ccccc2N1	5	-11	-5	7	0	0.6	1	0	-6
Cc1ccc(NC(=O)c2nc[nH]c2C(=O)NC2CCN(C(=O)OC(C)(C)C)CC2)cc1	-10	-7	4	5	0	3.9	4	9	2
CCC(NC(=O)CC[C@H]1O[C@@H](n2cc(C)c(=O)[nH]c2=O)C[C@@H]1O)c1ccccc1 (stereo partly drawn)	8	2	2	3	-1	1.3	-7	9	3
O=C(CNCC1CCCO1)Nc1ccc([N+](=O)[O-])cc1C(=O)Nc1ccccc1F (stereo not drawn)	17	1	1	-21	8	-0.6	-15	6	14
CC(C)N(C(=O)CSc1nnc(Cc2ccc3c(c2)OCO3)n1C)C(C)C	-1	2	-1	6	16	-0.9	3	20	3
OC1CCN(Cc2cn(Cc3ccccc3)nc2-c2cc3ccccc3o2)CC1	6	-18	1	-6	4	1.1	-8	10	2
O=C(O)c1ccn(COc2ccc(Br)cc2)n1	11	19	-1	1	6	-1.3	-1	-4	12
CCOc1ccc(CCNC(=O)C2CC(=O)N(C3CCCC3)C2)cc1OCC (stereo not drawn)	6	9	-2	2	-1	-0.4	-8	0	14
CC(Sc1ncnc2c1cnn2-c1ccccc1)C(=O)Nc1ccc(N2CCOCC2)cc1 (stereo not drawn)	-5	1	0	24*	1	0.1	1	8	-3
Nc1ncnc2c1ncn2C1CCCO1 (stereo not drawn)	-7	5	28*	-9	2	0.9	-19	0	10
Cc1cc(C)n(-c2ccc(NC(=O)C3CCCCN3C(=O)c3cccs3)cc2)n1 (stereo not drawn)	2	-5	-4	0	2	0.5	-5	9	14
CCN(Cc1ccccc1)C(=O)CCS(=O)(=O)c1ccc2c(c1)NC(=O)CO2	-32	2	-2	3	4	-0.4	6	19	-11
CCOc1ccc(CCNC(=O)c2nnn(CC(=O)Nc3ccccc3C)c2N)cc1OCC	-41	6	-3	8	0	-2.5	0	3	12
COc1cc(OC)c(NC(=O)CCNC(=O)Cn2cnc3ccccc3c2=O)cc1Cl	13	1	-3	3	7	-2.0	4	-1	-6
O=S(=O)(Nc1ccccc1Br)c1cccs1	-14	1	-3	-1	4	0.1	0	24	9
COc1ccc(NS(=O)(=O)c2cc(NC(=O)C3CCCCC3)ccc2N2CCOCC2)cc1	22	-4	-5	-1	-1	-0.7	7	-9	12
O=C(NCc1ccc2c(c1)OCO2)c1cccc([N+](=O)[O-])c1	-10	-11	-4	9	2	0.0	0	10	11
O=C(CCNC(=O)c1ccccc1)Nc1nc2ccccc2s1	-2	0	0	0	5	-1.4	-5	13	4

Some of these compounds in order of the CRFR2-BP ag value, falling.
smiles	CRFR2-BP ag
O=S(=O)(Nc1ccccc1Br)c1cccs1	0.1
CCN(Cc1ccccc1)C(=O)CCS(=O)(=O)c1ccc2c(c1)NC(=O)CO2	-0.4
COc1ccc(NS(=O)(=O)c2cc(NC(=O)C3CCCCC3)ccc2N2CCOCC2)cc1	-0.7
O=C(CCNC(=O)c1ccccc1)Nc1nc2ccccc2s1	-1.4

Assay outcomes (PubChem)
